Source: PubChem
GLS inhibitor = glutaminase GLS (human) inhibition; GLS enzymatic activity, qHTS titration; Potency, µM (series often up to 45.5 µM), for the others: at the highest dose activity change, negative = inhibition, actives largely listed as inhibitors; 0.21% of 410,000 active; AID 624170; note: potency is the fitted concentration of half-maximal effect; % is set by controls: 0 for no effect and ±100 for the full control effect
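Compounds were pin-transferred onto hKGA, after which L-glutamine (1 mM solution) and a detection mix of glutamate oxidase, HRP and Amplex Red were added. Initial and 30 min RT fluorescence reads were collected.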
G9a inh = G9a (human) methyltransferase inhibition; Q96KQ7; G9a H3K9 monomethylation, AlphaScreen, 2 h; Potency, µM (titrated, usually from 102 µM), for inactives: at the highest dose activity, negative = inhibition, most hits filed as inhibitors; 8.8% of 350,000 active; note: potency is the fitted concentration of half-maximal effect; % is set by controls: 0 for no effect and ±100 for the full control effect; nearly all actives have a fitted effect of over 75% in size
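Enzyme 20 nM + cpd, 15 min RT; add b-H3K9 pep 500 nM / SAM 20 uM; 2 h RT; anti-H3K9me1 Ab 0.5 ug/mL + SA donor / anti-rabbit acceptor beads 20 ug/mL each, 10 min; AlphaScreen read.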
Pol eta inh = blocks human DNA polymerase eta activity; 1.2% of 390,000 active; Potency, µM (highest dose often 114 µM), without a hit: at the highest dose activity change, negative = inhibition, actives largely listed as inhibitors; recombinant Pol eta, fluorescent DNA replication assay; Q9Y253; note: potency is the fitted concentration of half-maximal effect; % is set by controls: 0 for no effect and ±100 for the full control effect
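Fluorescent replication assay: 50 nM final substrate added after a 15 min room-temperature compound preincubation with 10 nM enzyme. Signal taken at 0 min and again at 10 min.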
HP1b binding inh = blocks HP1-beta chromodomain binding to methylated histone tails; Potency, µM (doses to about 114 µM), inactives show at the highest dose activity change, negative = inhibition, hits mostly inhibitors; AlphaScreen HP1-beta / biotin-H3K9me3 peptide binding; 0.56% of 390,000 active; AID 540317; note: potency is the fitted concentration of half-maximal effect; nearly all actives have a fitted effect of over 70% in size; inactives centre near 23
Target sequence (P83916 whole entry, looked up): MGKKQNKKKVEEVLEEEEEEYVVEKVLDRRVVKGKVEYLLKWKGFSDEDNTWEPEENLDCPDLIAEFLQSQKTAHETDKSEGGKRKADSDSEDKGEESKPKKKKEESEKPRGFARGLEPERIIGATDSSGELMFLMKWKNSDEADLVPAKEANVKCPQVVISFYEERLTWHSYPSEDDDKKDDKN
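AlphaScreen: HP1-beta (50 nM) preformed 30 min with biotin-H3(1-18)K9me3 peptide (50 nM) in PBS pH 7.4, 0.01% Tween-20. Compound added for 30 min at RT, then streptavidin donor/nickel chelate acceptor beads (10 ug/mL) for 30 min.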
BAZ2B block = BAZ2B (human) inhibition; AlphaScreen BAZ2B-H3K14Ac peptide displacement; 4.4% of 360,000 active; Q9UIF8; Potency, µM (titrated, usually from 114 µM), for inactives: top-dose activity change, negative = inhibition, most hits filed as inhibitors; note: potency is the fitted concentration of half-maximal effect; % is set by controls: 0 for no effect and ±100 for the full control effect; nearly all actives have a fitted effect of over 60% in size
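Complex of BAZ2B and biotin-H3K14Ac (50 nM apiece) forms over 30 min at RT, then faces library compounds up to 110 uM for another 30 min; AlphaScreen beads added, 20 min dark incubation, luminescence read.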
PI4K2A inh = PI4K2A (human) kinase inhibition; Q9BTU6; purified PI4K2A, ADP-Glo luminescence, 1 h; stronger effect = lower value; activity change, negative = inhibition, % at 76.9 µM; 0.13% of 420,000 active; in the data active = activity change below about -50%; inconclusive = mostly about -30% to -49%;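 note: -100% = wells without enzyme as full effect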
Target sequence (Q9BTU6 whole entry, looked up): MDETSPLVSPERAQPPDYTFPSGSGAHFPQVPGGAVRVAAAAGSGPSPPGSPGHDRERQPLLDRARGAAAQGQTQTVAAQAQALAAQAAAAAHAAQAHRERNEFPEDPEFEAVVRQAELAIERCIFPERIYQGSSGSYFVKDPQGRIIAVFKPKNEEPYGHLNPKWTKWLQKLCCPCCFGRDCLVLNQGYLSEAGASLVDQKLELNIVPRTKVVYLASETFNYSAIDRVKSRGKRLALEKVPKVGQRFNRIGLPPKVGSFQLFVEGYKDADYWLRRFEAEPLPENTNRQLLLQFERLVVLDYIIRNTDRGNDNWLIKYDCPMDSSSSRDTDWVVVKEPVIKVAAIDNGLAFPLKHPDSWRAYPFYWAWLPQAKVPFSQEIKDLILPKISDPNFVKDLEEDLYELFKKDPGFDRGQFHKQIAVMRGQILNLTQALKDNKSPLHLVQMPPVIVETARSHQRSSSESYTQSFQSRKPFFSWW
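PI4K2A activity was measured by ADP-Glo luminescence: enzyme (4 ug/mL stock) and phosphatidylinositol (1.2 mM stock) in Tris pH 7.5/MgCl2/EGTA/Triton X-100 buffer were reacted with ATP (300 microM stock) for one hour at ambient temperature.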
Tb PGK inh = T. brucei PGK inhibition. 0.043% of 380,000 active. PGK/GAPDH coupled, Kinase-Glo luminescence, 60 min. Potency, µM (highest dose often 57.5 µM), for inactives: at the highest dose activity change, negative = inhibition, usual class: inhibitors; note: potency is the fitted concentration of half-maximal effect; % is set by controls: 0 for no effect and ±100 for the full control effect; nearly all actives have a fitted effect of over 60% in size
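Recombinant glycosomal PGK reaction used 1,3-bisphosphoglycerate generated in-well by GAPDH (100nM final) in 100mM TEA pH 7.6, 5mM MgCl2, 0.01% Tween-20. After 60 minutes at room temperature, ATP was read by Kinase-Glo Plus luminescence end-point.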
JMJD2A Tudor = JMJD2A Tudor domain (human) inhibition; O75164; 4.4% of 390,000 active; AlphaScreen JMJD2A-Tudor / H3K4me3 peptide binding; Potency, µM (top dose mostly 114 µM), for the others: top-dose activity change, negative = inhibition, usual class: inhibitors; note: potency is the fitted concentration of half-maximal effect; % is set by controls: 0 for no effect and ±100 for the full control effect; nearly all actives have a fitted effect of over 50% in size
Pin1 inh = blocks the human prolyl isomerase Pin1 | Potency, µM (doses to about 115 µM), for the others: top-dose activity, negative = inhibition, hits mostly inhibitors | Q13526 | 0.009% of 390,000 active | Pin1 FP peptide displacement, HiFluor488, 10 min; active = well fitted inhibition curve with a large enough effect in the polarisation, with a control signal flat, not every such curve was filed as active; inconclusive = small, poorly fitted or top-dose-only effect, or effect the other way, or a change in a side signal; inactive = no such curve, though single readings can be large or run the other way; the % refers to the polarisation; note: potency is the fitted concentration of half-maximal effect; % is set by controls: 0 for no effect and ±100 for the full control effect
Target sequence (Q13526 whole entry, looked up): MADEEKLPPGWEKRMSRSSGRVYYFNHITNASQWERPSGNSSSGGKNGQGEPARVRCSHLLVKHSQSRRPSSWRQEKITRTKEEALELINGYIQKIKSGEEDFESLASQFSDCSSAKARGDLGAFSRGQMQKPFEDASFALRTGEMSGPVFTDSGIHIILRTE
* marks the source's active call; other numbers are inactive results; i = inactive; ? = inconclusive; / = no result given; [ ] = another dose, or the depositor's remark. Unless noted, calls come from the whole dose curve; as a rule, active = well fitted curve in the direction sought with a large enough effect; inconclusive = small, poorly fitted or top-dose-only effect, or another doubt; inactive = no such curve, though single readings can be large; an effect the other way counts as inactive or inconclusive. These rows are one share of the data (hit frequency here may not be typical).

SMILES	HP1b binding inh	Tb PGK inh	PI4K2A inh	JMJD2A Tudor	G9a inh	GLS inhibitor	BAZ2B block	Pin1 inh	Pol eta inh
C[C@@H]1CN([C@@H](C)CO)C(=O)c2cc(Br)cnc2O[C@H]1CN(C)C(=O)NC1CCCC1	/	-7%	2	/	/	1%	/	/	2%
CC1CCC(NC(=O)Cn2c3c(c(-c4ccccc4Cl)cc2=O)CCC3)CC1 (stereo not given)	10%	i	2	-19%	-15%[59 µM]	-5%	-9%	0%	-9%
CN(/N=C/c1ccc(O)cc1O)c1ncc(C(F)(F)F)cc1Cl	48%[activator]	7%	0	-19%	-1%	47%[activator]	-13%	-3%	-27%
O=C(C[C@H]1C/C=C\C[C@@H](Cc2ccc(F)cc2)C(=O)OC[C@@H](Cc2c[nH]c3ccccc23)NC1=O)NCCO	6%	-2%	1	-33%	/	2%	/	-1%	-14%
COc1ccc(NC(C)=O)cc1CNC(=O)CN1CCOCC1	41%	0%	0	3%	15%	-4%	9%	5%	-20%
Cc1ccc(C)c(NC(=O)CSc2nnc(C3CCCCC3)o2)c1	14%[57 µM]	-8%	4	-12%	13%	2%	-1%	-6%	-10%
CC(C)(C)n1nc2c(c1NC(=O)c1cccc(C(F)(F)F)c1)CS(=O)C2 (stereo not given)	25%	-5%	4	16%	4%	-4%	0%	?	-19%
CSc1ccc(-c2nc(CN3CCCCC3c3cccnc3)c(C)o2)cc1 (stereo not given)	-5%	-8%	-1	?	/	4%	?	22%	-19%
O=C(Nc1ccc2c(c1)OCCO2)c1ccc(Cl)c(S(=O)(=O)N2CCOCC2)c1	21%	i	-6	-23%	11%[12.7 µM]	-6%	-29%	-6%	-17%
Cc1ccccc1SCc1noc(C(=O)NCC2CCCO2)c1C(=O)O (stereo not given)	3%	i	0	-30%	7%[0.0925 µM]	12%	-37%	49%[activator]	3%

Some of these compounds in order of count of non-hydrogen atoms, highest first.
SMILES	HP1b binding inh	Tb PGK inh	PI4K2A inh	JMJD2A Tudor	G9a inh	GLS inhibitor	BAZ2B block	Pin1 inh	Pol eta inh
O=C(C[C@H]1C/C=C\C[C@@H](Cc2ccc(F)cc2)C(=O)OC[C@@H](Cc2c[nH]c3ccccc23)NC1=O)NCCO	6%	-2%	1	-33%	/	2%	/	-1%	-14%
C[C@@H]1CN([C@@H](C)CO)C(=O)c2cc(Br)cnc2O[C@H]1CN(C)C(=O)NC1CCCC1	/	-7%	2	/	/	1%	/	/	2%
O=C(Nc1ccc2c(c1)OCCO2)c1ccc(Cl)c(S(=O)(=O)N2CCOCC2)c1	21%	i	-6	-23%	11%[12.7 µM]	-6%	-29%	-6%	-17%
CC1CCC(NC(=O)Cn2c3c(c(-c4ccccc4Cl)cc2=O)CCC3)CC1 (stereo not given)	10%	i	2	-19%	-15%[59 µM]	-5%	-9%	0%	-9%
CSc1ccc(-c2nc(CN3CCCCC3c3cccnc3)c(C)o2)cc1 (stereo not given)	-5%	-8%	-1	?	/	4%	?	22%	-19%
Cc1ccccc1SCc1noc(C(=O)NCC2CCCO2)c1C(=O)O (stereo not given)	3%	i	0	-30%	7%[0.0925 µM]	12%	-37%	49%[activator]	3%
Cc1ccc(C)c(NC(=O)CSc2nnc(C3CCCCC3)o2)c1	14%[57 µM]	-8%	4	-12%	13%	2%	-1%	-6%	-10%
CN(/N=C/c1ccc(O)cc1O)c1ncc(C(F)(F)F)cc1Cl	48%[activator]	7%	0	-19%	-1%	47%[activator]	-13%	-3%	-27%

Next section:
SMILES	HP1b binding inh	Tb PGK inh	PI4K2A inh	JMJD2A Tudor	G9a inh	GLS inhibitor	BAZ2B block	Pin1 inh	Pol eta inh
Clc1ccc(CSCCc2ccncc2)cc1	27%	-9%	1	-1%	-49%[59 µM]	12%	-11%	-10%	-7%
COc1ccccc1CC1CC(=O)N(c2ccc([N+](=O)[O-])cc2)C1=O (stereo not given)	/	1%	4	/	/	-1%	/	/	0%
CC1Cc2nc(SCC(=O)Nc3ccc4c(c3)OCO4)n(-c3ccc(F)cc3)c(=O)c2S1 (stereo not given)	44%	i	3	-27%	-2%[59 µM]	-1%	-16%	5%	-13%
c1ccc2c(c1)CCCc1cc(NCCN3CCOCC3)nnc1-2	19%	-6%	-7	8%	-43%[59 µM]	14%	56%[activator]	4%	-1%
O=C(c1ccc(Cl)c(S(=O)(=O)N2CCCC2)c1)N1CCCC(C(F)(F)F)C1 (stereo not given)	13%	9%	4	0%	5%	4%	-3%	7%	-6%
C[C@H](O)[C@@H]1C(=O)N2CCc3c([nH]c4ccccc34)[C@@H]2C[C@@H]1N(C)Cc1ccc2c(c1)OCO2	/	-2%	9	/	/	-8%	/	/	-6%
CCOc1ccccc1N1CCN(C(=O)Nc2ccc(F)c(Cl)c2)CC1	49%[activator]	2%	-3	33%	0%[59 µM]	29%	-3%	?	-6%
COc1ccc(C(=O)n2cc(C(=O)c3cc(C)ccc3O)cn2)cc1	31%	i	-4	-17%	-3%	-2%	-22%	3%	-6%
Cc1ccccc1NC(=O)Cc1c[nH]c2ccccc12	13%	-5%	4	2%	16%	-1%	-6%	0%	-13%
Cc1cnc(=O)[nH]c1SCC(=O)c1ccc(F)cc1	-32%	2%	-3	-23%	7.1µM*	-5%	?	4%	0%
CCc1c(C)sc(NC(=O)c2cc3nc(-c4ccc(OC)cc4)cc(C(F)(F)F)n3n2)c1C(=O)OC	34%	i	-1	-14%	?	4%	2%	0%	-10%
CCc1nc(SCC(=O)O)c2c3c(sc2n1)COC(C)(C)C3	23%	-2%	-3	-1%	8%	-5%	-2%	-1%	2%
COc1ccc(C(=O)NNC(=O)Cc2coc3cc(OC)ccc23)cc1	11%	-6%	-6	-28%	/	26%	/	-1%	20µM*
COc1ccccc1NS(=O)(=O)c1ccc(N2CCOCC2)c(N)c1	10%	-6%	-2	-20%	/	-11%	/	-6%	-5%
CCCCn1c(N)c(NCCC(C)C)c(=O)[nH]c1=O	13%	5%	2	-14%	-3%[59 µM]	4%	7%	?	-17%
Cc1ccc(OCC(=O)N/N=C/c2cccnc2)cc1	29%	-10%	-4	-16%	17%[0.501 µM]	5%	-7%	-7%	-6%
COC(=O)Nc1ccc(S(=O)(=O)NCCO)cc1	13%	2%	4	9%	0%[12.7 µM]	8%	4%	-6%	3%
O=C1c2sccc2-c2cccc3cccc1c23	/	-4%	-5	/	/	10%	/	/	-21%
COc1ccc(/C=N/NC(=O)c2nn(-c3ccc(C)c(C)c3)c(=O)c3ccccc23)cc1	41%[activator]	-7%	10	-6%	16%[59 µM]	1%	10%	6%	-13%
CCN(CC)c1ccc(NC(=O)C2CCN(S(=O)(=O)c3cnc[nH]3)CC2)c(C)c1	11%	-9%	-10	?	11µM*	4%	/	0%	7%
O=c1nc(N2CCOCC2)ccn1Cc1ccc(Br)cc1	27%	/	1	6%	-5%[12.7 µM]	5%	8%	-3%	3%
CCOc1cc(C(c2c(C)[nH][nH]c2=O)c2c(C)[nH][nH]c2=O)ccc1OCc1ccc([N+](=O)[O-])cc1	4%	-7%	-16	?	?	-4%	-31%	-1%	-15%
Cc1nnc(SCCn2c(N(C)Cc3ccccc3)nc3c2c(=O)n(C)c(=O)n3C)s1	4%	6%	-1	-10%	/	1%	/	-6%	-5%
c1ccc(CN2CCC3CC2c2cc(N4CCOCC4)ccc23)cc1 (stereo not given)	30%	6%	-1	-21%	/	22%	/	0%	-18%
COCCNc1nc(-c2cc(-c3ccccc3)on2)cc(C(C)C)n1	97%[activator]	i	1	49%[activator]	77%[activator][59 µM]	5%	57%[activator]	0%	-4%
COc1ccc(C(=O)N/C(=C\c2cn(C)c3ccccc23)C(=O)OCC(C)C)cc1	12%	-3%	3	-10%	27%[59 µM]	5%	9%	-7%	-9%
Cc1cc(Nc2ccc(F)cc2)n2c(nc3ccccc32)c1C#N	52%[activator]	8%	3	0%	3%[59 µM]	-2%	-6%	60%	-22%
C=C1C(=O)O[C@H]2C[C@H]1[C@@H](OC(C)=O)C/C(C)=C/CC/C(C)=C\CC[C@]2(C)O	52%[activator]	6%	5	-8%	/	-4%	/	8%	-22%
Cc1cc(C)nc(NS(=O)(=O)c2ccc(NC(=O)c3ccc(S(=O)(=O)N(C)C)cc3)cc2)n1	30%	7%	1	-24%	-28%	10%	-14%	6%	3%

Complete entries, looked up by structure. Screens in order: HP1b binding inh, Tb PGK inh, PI4K2A inh, JMJD2A Tudor, G9a inh, GLS inhibitor, BAZ2B block, Pin1 inh, Pol eta inh
`COc1ccc(C(=O)N/C(=C\c2cn(C)c3ccccc23)C(=O)OCC(C)C)cc1` reads 12%, -3%, 3, -10%, 27%[59 µM], 5%, 9%, -7%, -9%
`Cc1cc(Nc2ccc(F)cc2)n2c(nc3ccccc32)c1C#N` reads 52%[activator], 8%, 3, 0%, 3%[59 µM], -2%, -6%, 60%, -22%
